Runt-SMMHC FRET – Runt domain-CBFb-SMMHC interaction inhibition. Q01196+Q13951. Cerulean-Runt/Venus-CBFb-SMMHC FRET ratio 530/480, 1 h. inhibition, % at 20 µM. 220,000 compounds, 0.74% hits. AID 1434;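 active = mean inhibition across duplicate retests at 20 µM reaching about 50%, limit read from the data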;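 also: 0% = DMSO wells and 100% = wells with excess untagged CBFb-SMMHC; inhibitors lower the FRET ratio by blocking Runt binding to CBFb-SMMHC; some results filed as inactive read as strong as hits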
EBV gp42 block – blocks Epstein-Barr virus glycoprotein 42 binding; 220,000 compounds, 0.42% hits; inhibition, % (tested at 21.74 µM); AID 1085; Fluorescence polarization binding assay, mP read-out; in the data active = inhibition above about 50%
Target sequence (Q1HVG2 whole entry, looked up): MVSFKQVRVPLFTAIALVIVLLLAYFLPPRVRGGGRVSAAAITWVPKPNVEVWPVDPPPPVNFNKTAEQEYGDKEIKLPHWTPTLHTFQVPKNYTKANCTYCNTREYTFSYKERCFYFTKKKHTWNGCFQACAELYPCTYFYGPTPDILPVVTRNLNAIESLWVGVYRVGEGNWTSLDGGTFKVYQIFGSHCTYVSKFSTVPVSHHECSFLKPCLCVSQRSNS
m-calpain inh – inhibitors of pig calpain II; inhibition, % at 16 µM; purified calpain II, fluorogenic peptide substrate, 30 min; 220,000 compounds, 0.37% hits;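 active = inhibition above about 50%, limit read from the data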
Furin inhibitor – inhibitors of human furin | purified furin, fluorogenic substrate cleavage | inhibition, % at 30 µM | 220,000 compounds, 0.061% hits; in the data active = inhibition above about 25%; also: inactives centre near -15
p97 inhibitor – human p97 ATPase inhibition; recombinant p97 ATPase, Kinase-Glo ATP luminescence, 3 h; inhibition, % at 8 µM; 220,000 compounds, 0.42% hits; AID 1481; in the data active = inhibition above about 15%;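 also: 0% = DMSO vehicle and 100% = wells lacking enzyme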
TbHK1 inh – blocks Trypanosoma brucei hexokinase 1 activity; recombinant TbHK1, G6PDH-coupled NADH A340; AID 1430; inhibition, % at 10 µM; 220,000 compounds, 0.11% hits;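 active = inhibition of 50% or more in the single-dose primary screen; inactive = inhibition below 50%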
p47phox inh – blocks human p47phox regulatory protein of NADPH oxidases. P14598. p47phox/p22phox peptide binding, fluorescence polarization, 2 h. inhibition, % at 24.7 µM. 220,000 compounds, 0.53% hits. AID 1274;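 active = inhibition above about 30%, limit read from the data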;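 also: 0% = p47phox with labelled peptide and 100% = labelled peptide alone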
Target sequence (P14598 whole entry, looked up): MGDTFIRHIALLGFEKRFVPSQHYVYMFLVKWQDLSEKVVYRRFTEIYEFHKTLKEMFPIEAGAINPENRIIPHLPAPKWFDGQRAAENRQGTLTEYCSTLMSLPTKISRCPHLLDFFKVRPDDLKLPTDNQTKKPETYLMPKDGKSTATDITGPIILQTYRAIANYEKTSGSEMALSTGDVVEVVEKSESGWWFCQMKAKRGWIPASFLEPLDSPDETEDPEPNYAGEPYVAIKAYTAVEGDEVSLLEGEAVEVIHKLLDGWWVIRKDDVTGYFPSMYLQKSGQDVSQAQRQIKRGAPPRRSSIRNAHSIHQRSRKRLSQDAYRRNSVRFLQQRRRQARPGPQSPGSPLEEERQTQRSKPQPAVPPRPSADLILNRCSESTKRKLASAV
Runt-CBFb FRET – Runt domain-CBFb interaction inhibition; Cerulean-Runt/Venus-CBFb FRET ratio 530/480, 1 h; inhibition, % at 20 µM; 220,000 compounds, 0.46% hits;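 active = inhibition over about 50% at 20 µM in the single-dose screen, limit read from the data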;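 also: 0% = DMSO wells and 100% = excess unlabeled CBFb competitor control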
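Measured by: fluorescence energy transfer, 422 nm excitation, 530/480 nm emission; test system: Cerulean-tagged RUNX1 Runt domain (FRET donor) fusion protein; buffer or medium: Tris pH 7.5 buffer with BSA; compound: one dose, 20 µM compound, 1% DMSO; times: two 1 h room-temperature incubations shielded from light; benchmarks: unlabeled CBFb 5 µM, positive control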
RBBP9 inh – human RBBP9 hydrolase inhibition; O75884; recombinant RBBP9, FP-Rh probe fluorescence polarization; AID 1515; inhibition, % at 7.94 µM; 220,000 compounds, 0.2% hits;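 active = inhibition above the campaign mean of all tested compounds plus 3 SD, cut at about 14% in these data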;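 also: plate controls were DMSO wells with RBBP9 for no effect and wells lacking RBBP9 protein for full effect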
Target sequence (O75884 whole entry, looked up): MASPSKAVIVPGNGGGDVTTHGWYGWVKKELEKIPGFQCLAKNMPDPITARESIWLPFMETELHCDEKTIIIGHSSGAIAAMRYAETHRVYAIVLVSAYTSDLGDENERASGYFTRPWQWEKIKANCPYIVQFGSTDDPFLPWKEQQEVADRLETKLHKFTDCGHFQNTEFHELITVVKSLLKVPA
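Measured by – fluorescence polarization · Test system – RBBP9 protein · Input – 2.5 µM RBBP9 dispensing solution, before mixing · Measure – percent inhibition from mP, scaled between DMSO and no-protein wells · Benchmarks – DMSO-treated enzyme wells and wells lacking RBBP9 · Times – preincubation 30 min plus labeling 45 min at 25 °C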
The depositor's hits bear a star; i = inactive; nt = not tested or not shown; [ ] = dose if it differs, or a comment.

SMILES	Runt-SMMHC FRET	EBV gp42 block	m-calpain inh	Furin inhibitor	p97 inhibitor	TbHK1 inh	p47phox inh	Runt-CBFb FRET	RBBP9 inh
CNC(=S)NNC(=O)COc1ccc(C)c(C)c1	5	-18	9	-17	5	-1	10	8	-1
Cc1cc(O)c(-c2cc(C(=O)NCc3ccc4c(c3)OCO4)[nH]n2)cc1C	-5	4	-4	-10	-5	4	-1	-3	-10
CCOc1ccc2nc(NCCCNS(=O)(=O)c3ccc(F)cc3)c(C#N)cc2c1	nt	15	-86	-15[20 µM]	-2	6	-10	nt	6
CCc1c(C)sc(NC(=O)/C=C/C(=O)O)c1C(N)=O	-4	-5	1	-14	0	-5	-5	15	-4
O=C(c1ccccc1)c1ccc(OC(=O)N2CCCC2)cc1	-4	-15	1	-13[20 µM]	-5	-2	-10	0	-1
COc1ccc(S(=O)(=O)Nc2ccc3c(c2)COC3=O)cc1OC	-4	-7	-8	-18	5	-3	-3	2	0
COC(=O)c1ccncc1N	64	0	i	-34	1	-4	0	-1	-2
CCN1CCN(C(=O)CN(c2cc(OC)ccc2OC)S(C)(=O)=O)CC1	-8	-25	2	-31[20 µM]	0	-3	-19	0	-7
COc1cc(C(=O)NCCc2c[nH]c3ccccc23)ccc1OCc1c(C)noc1C	1	-12	14	-15	8	-3	-7	0	-1
CCN(CC)C(=O)c1sc2nc(-c3ccccc3)ccc2c1N	16	-5	-23	-19	1	-8	-6	10	-1
COCCCNCCOc1cc(C(C)C)ccc1C	0	-10	17	-17[20 µM]	4	3	2	1	8
O=C(O)c1ccc(Nc2cnc3ccccc3n2)cc1	-2	8	20	-17	-4	-6	11	-1	-10
C=CCn1c(SCC(=O)c2c(N)n(C)c(=O)n(C)c2=O)nc2sc(C)c(C)c2c1=O	-7	-27	6	-33	0	-21	5	-1	-1
O=C(Cn1c(CC(=O)N2CCCC2)nc2ccccc21)NCc1ccccc1	-2	-6	-57	-22	-2	3	10	2	-2
C=C(C)C(=O)N1CC2(CC(c3cccc(NC(=O)COc4ccc(Cl)cc4)c3)=NO2)C[C@@H]1C(N)=O (some centres undefined)	2	-10	-8	-31	nt	-12	-6	-2	nt
CCCN1CCC(NCc2cn(C)nc2-c2ccc(Oc3ccccc3)cc2)CC1	2	-1	2	-2	-9	4	-1	2	-6
Cc1nc(C(=O)NCc2ccccc2)sc1C1(C)CC(c2cccc([N+](=O)[O-])c2)=NO1 (centres undefined)	-4	-12	21	-19	nt	-5	-3	3	nt
COC(=O)/C=C1\S/C(=N\N=C\CC(=O)OC)NC1=O	-4	4	26	-4	-7	-34	0	0	-8
Cc1cc(C)cc(OCC(=O)N/N=C/c2ccc([N+](=O)[O-])o2)c1	23	-9	-21	-24	1	-13	0	9	-5
S=c1[nH]nc(-c2cc3c(s2)-c2ccccc2CC3)o1	70*	-1	i	-52[20 µM]	1	-12	-13	57*	-5
COc1ccc2nc(NC(=O)c3ccc4ncsc4c3)sc2c1	-39	-8	-148	-26	-7	-20	-10	-21	-16
Cc1ccc(-c2nc(C#N)c(NCc3cccc4c3OCO4)o2)cc1	0	20	-13	2[20 µM]	-7	6	-17	-1	-3
CCCCC(=O)Nc1cccc(NC(=O)C(C)C)c1	-1	-8	-42	-14[20 µM]	2	-5	-14	-1	-1
Cc1ccc(COn2c(-c3ccc(Cl)cc3)nc3ccc([N+](=O)[O-])cc32)cc1	0	-9	-13	-10	2	-24	-52	5	-10
CCOc1ccc(N2C(=O)CC(N3CCc4ccccc43)C2=O)cc1 (centres undefined)	1	-26	-15	-8[20 µM]	-2	-5	-7	-1	7

Continuation:
SMILES	Runt-SMMHC FRET	EBV gp42 block	m-calpain inh	Furin inhibitor	p97 inhibitor	TbHK1 inh	p47phox inh	Runt-CBFb FRET	RBBP9 inh
CCOCCCNC(=O)C(c1ccc(C)cc1)N(Cc1ccc2c(c1)OCO2)C(=O)CNC(C)=O (centres undefined)	-2	0	5	-18[20 µM]	-3	-6	-9	-1	-9
COc1ccc(NC(=O)c2ccc3c(c2)NC(=O)CO3)cc1OC	2	-19	-6	-25	8	-6	-1	-2	0
Cc1ccc(C(C(=O)NCc2ccco2)N(C(=O)Cc2cccs2)c2cccnc2)cc1 (centres undefined)	2	-11	4	-24	1	0	-6	0	12
COc1ccc(C(=O)NC2CCN(C(=S)Nc3cc(C)cc(C)c3)CC2)cc1	-2	8	-2	-25	0	14	-12	1	-4
Cc1ccc(NC(=O)C2CCCN(S(=O)(=O)c3c(C)noc3/C=C/N(C)C)C2)cc1F (centres undefined)	0	-18	-82	-29	5	-10	-13	-2	-12
COc1ccc(N2Cc3cccc(C(=O)N4CCN(C(=O)c5ccco5)CC4)c3C2=O)cc1	-6	46	-116	-16	5	5	-21	1	-11
COc1ccc(C2=NN(C(=O)c3cccs3)C(c3ccccc3O)C2)cc1 (centres undefined)	0	-29	-94	-26	1	-9	6	6	-11
Cc1ccccc1OCC(=O)N=Nc1c(O)n(C)c2ccccc12	-1	-8	-2	-17	4	-20	3	-3	-7
COc1ccc(CCN2C(=O)CN=C2Nc2ccc(F)cc2)cc1OC	4	6	-21	-13	2	-7	5	-1	-8
Cc1ccccc1S(=O)(=O)Cc1ccc(C(=O)NCCCN2CCN(C)CC2)o1	-13	-15	-17	-19	5	-3	-20	-3	-2
O=C(c1ccccn1)N(Cc1ccco1)C1(C(=O)NC2CCCCC2)CCCCC1	-2	-16	-11	-16[20 µM]	4	0	-1	2	1
O=C(Nc1ccon1)C1CCN(S(=O)(=O)c2cccs2)CC1	-3	-2	-7	-24[20 µM]	6	-3	-5	-2	-8
COc1ccc(C2C=C(c3ccccc3)Nc3nnnn32)cc1 (centres undefined)	-137	-16	-8	-17	-6	2	-4	-23	-7
Cc1cccc2c(CCNC(=O)c3ccc([N+](=O)[O-])cc3)c[nH]c12	-1	-1	1	-22	4	1	-12	-2	-5
CCOc1cc2c(cc1OC)C(c1cccc([N+](=O)[O-])c1)NCC2 (centres undefined)	0	-4	-4	-14	-1	2	-7	1	0
Cc1ccc2c(c1)c1ncnc(N3CCN(c4ccccc4)CC3)c1n2C	0	2	-27	-22	0	-7	-20	0	-7
COc1ccc(-c2ccc(SCc3ccccn3)nn2)cc1OC	2	-14	-28	-22	4	-13	-3	-2	1
COc1cc(/C=C2\NC(=S)N(C)C2=O)ccc1O	-61	-35	6	-13	0	-9	-52	-3	-2
CCOC(=O)c1c(-c2cccs2)csc1NC(=O)CSc1ncn[nH]1	-1	-19	2	-10[20 µM]	1	2	-6	1	-9
O=c1c2nccnc2[nH]c(=S)n1Cc1ccccc1Cl	-1	-7	-8	-25	2	-5	-4	1	7
Cc1nn(-c2ccccc2)c(/N=C/c2ccccc2O)c1-c1ccccc1	-9	-4	10	-11	-2	-8	1	1	-2
CCOC(=O)Nc1ccc2ncn(C)c(=O)c2c1	-2	-4	0	-31	8	-3	-5	1	-10
O=S1(=O)CCN2C(=N1)Sc1c2ccc2c1CCCC2	1	-18	-13	0	1	-2	0	-1	-1
COc1cc(OC)c2c(C)cc(=O)oc2c1C(CCN1CCOCC1)c1ccc2c(c1)OCO2 (centres undefined)	1	-26	-16	-19	nt	-18	-12	1	nt
COc1ccccc1C(=O)Nc1ccc(-c2nnn(CC(=O)N3CCN(C(=O)c4ccco4)CC3)n2)cc1	-1	-2	-35	-16	-1	5	-4	0	-1

(cont.)
SMILES	Runt-SMMHC FRET	EBV gp42 block	m-calpain inh	Furin inhibitor	p97 inhibitor	TbHK1 inh	p47phox inh	Runt-CBFb FRET	RBBP9 inh
COc1cc(NC(=S)NCCC(c2ccccc2)c2ccccc2)c(OC)cc1Cl	5	10	0	-13	6	-1	-34	6	-3
CCOC(=O)c1cnc(-c2ccc(C(F)(F)F)cn2)[nH]c1=O	1	-2	-1	1	1	-21	1	5	-2
CCN(c1ccccc1)C1(O)C(=O)c2ccccc2C1=O	-3	2	12	-20	7	-7	1	0	-5
O=C(O)c1cc(S(=O)(=O)Nc2ccc(N3CCCCC3)cc2)ccc1Cl	5	9	-13	-23	-2	1	-12	2	-14
Cc1ccc(S(=O)(=O)CC(=O)N2CCCC2)cc1	-6	-6	-6	-17[20 µM]	-2	-8	1	-3	-3
Cc1ccc(C(=O)N/C(=C/c2ccco2)C(=O)OCN2C(=O)c3ccccc3C2=O)cc1	3	3	-1	2	-2	18	-7	2	-5
Cc1noc(NS(=O)(=O)c2ccc(NC(=O)CSc3ncccn3)cc2)c1C	-2	-11	-10	-20	4	-1	-14	-1	-1
C=CCOc1cccc(C2/C(=C(/O)c3ccc(F)cc3)C(=O)C(=O)N2CCN2CCOCC2)c1 (centres undefined)	7	-16	4	-13	-1	-35	-4	0	-4
O=C(/C=C/c1ccc2c(c1)OCO2)NCCSCc1ccc(Cl)cc1Cl	-1	4	6	-23[20 µM]	-2	0	-7	-2	-10
COc1cc(C(=O)NCC2CCCO2)cc(OC)c1OC (centres undefined)	3	-16	14	-19[20 µM]	-1	1	4	-1	-7
O=S(=O)(c1cccc(-c2nnco2)c1)N1CCCC1	6	-1	-5	-26[20 µM]	6	-2	4	1	-5
COc1ccc(C(=O)N/N=C(/C)c2cccc(NC(=O)C(F)(F)F)c2)cc1	1	12	14	-9	-1	-3	-6	-1	-5
O=c1n(Cc2ccccc2)nc2n1-c1ccccc1SC2	-6	-15	19	-16	5	-3	-3	1	3
Cc1ccc(CNC(=O)CCCC(=O)O)cc1	-2	-1	-7	-16[20 µM]	2	-14	-10	3	-4
O=C(CSc1nnc(-c2c[nH]c3ccccc23)n1-c1ccc(F)cc1)NCc1ccco1	3	-9	16	-19[20 µM]	5	10	-17	-4	-1
O=C(CNC(=O)c1cccs1)NC1=NCCS1	2	-12	-23	-4[20 µM]	-2	6	-10	-1	-6
O=C1S/C(=C\c2ccc(Cl)cc2)C(=O)N1CCn1cnnn1	-5	-2	3	-11	2	-33	-2	-2	-9
CCOC(=O)c1sc(NC(=S)n2cc(C)cn2)c(C(=O)OCC)c1C	nt	nt	nt	-29[20 µM]	1	-2	nt	nt	-2
O=[N+]([O-])c1ccccc1S(=O)(=O)N1CCN(Cc2ccc3c(c2)OCO3)CC1	1	-3	7	-18	5	1	9	2	9
COC(=O)c1sc(S(=O)(=O)N2CCC(C(N)=O)CC2)c(C(=O)OC)c1C	-8	11	-2	-9[20 µM]	4	7	9	1	3
CCOc1ccc(S(=O)(=O)N(CC(=O)NCC(F)(F)F)Cc2ccco2)cc1	1	-20	-6	-29	3	4	-2	-1	5
CCC(C)[C@H](NC(=O)NCc1ccco1)C(=O)OC (some centres undefined)	1	-6	23	-24	-3	-2	-4	-1	-4

Part of the list above, limited to Runt-SMMHC FRET, Runt-CBFb FRET and EBV gp42 block:
Compound | Runt-SMMHC FRET | Runt-CBFb FRET | EBV gp42 block
O=c1n(Cc2ccccc2)nc2n1-c1ccccc1SC2 | -6 | 1 | -15
Cc1ccc(CNC(=O)CCCC(=O)O)cc1 | -2 | 3 | -1

Part of the list above in another layout.
The line under a structure holds: Runt-SMMHC FRET	EBV gp42 block	m-calpain inh	Furin inhibitor	p97 inhibitor	TbHK1 inh	p47phox inh	Runt-CBFb FRET	RBBP9 inh
O=c1n(Cc2ccccc2)nc2n1-c1ccccc1SC2
→ -6	-15	19	-16	5	-3	-3	1	3
Cc1ccc(CNC(=O)CCCC(=O)O)cc1
→ -2	-1	-7	-16[20 µM]	2	-14	-10	3	-4
O=C(CSc1nnc(-c2c[nH]c3ccccc23)n1-c1ccc(F)cc1)NCc1ccco1
→ 3	-9	16	-19[20 µM]	5	10	-17	-4	-1

Screens: PubChem BioAssay, several laboratories
